PglD DTNB: inhibitors of Campylobacter jejuni PglD acetyltransferase. purified PglD enzyme, DTNB colorimetric CoA detection. inhibition, % at 12.5 µM. hit rate 0.098% among 360,000; in the data active = inhibition above about 16%, passing the limit was not always enough; note: strong numbers were not always called active
RAD52 anneal inh: RAD52 (human) annealing inhibition. P43351. recombinant RAD52 DNA annealing, FRET fluorescence. inhibition, % at 18.7 µM. hit rate 0.46% among 360,000. AID 651710;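 active = every replicate showing at least 50% inhibition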
E-sel inducer: induces E-selectin expression in human endothelial cells | hit rate 0.37% among 260,000 | HUVEC E-selectin immunofluorescence imaging; normalized: neutral wells 0, TNF-alpha wells 100 | P16581 | activation, % at 7.58 µM;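 active = mean E-selectin-positive cell signal at least 10% of the positive control, reached in at least 60% of replicates, without over 20% cell loss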;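 note: in these data hits start at about 27%; measured in HUVEC primary endothelial cells; signal is the percent of cells scored E-selectin positive by PE staining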
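Assay system: HUVEC primary endothelial cells. Input: 3,000 HUVEC seeded per well. Doses: one compound dose added by pin transfer. Read-out basis: % PE-positive cells. Benchmarks: TNF-alpha high, DMSO low. Detection: immunofluorescence imaging. Buffer or medium: EGM-2, gelatin.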
Casp6 inh: caspase-6 (human) enzyme inhibition; purified caspase-6, Z-VEID-R110 cleavage fluorescence; P55212; inhibition, % at 12.5 µM; hit rate 0.53% among 350,000; AID 686996;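 active = mean inhibition across replicates at least about 35%, with every replicate also reaching that limit, limit read from the data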;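 note: 0% = median of neutral control wells and 100% = no fluorescence left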
Target sequence (P55212 24-179 limits assumed): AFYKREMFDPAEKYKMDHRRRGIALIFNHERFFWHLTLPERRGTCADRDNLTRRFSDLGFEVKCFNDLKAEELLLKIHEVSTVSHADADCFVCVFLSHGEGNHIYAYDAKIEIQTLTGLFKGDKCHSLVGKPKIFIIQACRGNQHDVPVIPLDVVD
Target sequence (P55212 194-293 limits assumed): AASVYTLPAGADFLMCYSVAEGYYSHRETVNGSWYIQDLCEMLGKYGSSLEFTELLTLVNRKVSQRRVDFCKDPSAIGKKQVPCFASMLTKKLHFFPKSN
RAD54 inh: RAD54 (human) branch migration inhibition; RAD54 Holliday junction branch migration, FAM/BHQ fluorescence; Q92698; inhibition, % at 10.4 µM; AID 602329; hit rate 0.14% among 360,000;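 active = mean normalized replicate activity at least 40 and at least half of replicates scoring 40 or more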;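 note: 0% = median of neutral control wells and 100% = median of positive control wells; inhibitors cause a drop in the FAM fluorescence signal; in these data hits start at about 50%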
Target sequence (Q92698 whole entry, looked up): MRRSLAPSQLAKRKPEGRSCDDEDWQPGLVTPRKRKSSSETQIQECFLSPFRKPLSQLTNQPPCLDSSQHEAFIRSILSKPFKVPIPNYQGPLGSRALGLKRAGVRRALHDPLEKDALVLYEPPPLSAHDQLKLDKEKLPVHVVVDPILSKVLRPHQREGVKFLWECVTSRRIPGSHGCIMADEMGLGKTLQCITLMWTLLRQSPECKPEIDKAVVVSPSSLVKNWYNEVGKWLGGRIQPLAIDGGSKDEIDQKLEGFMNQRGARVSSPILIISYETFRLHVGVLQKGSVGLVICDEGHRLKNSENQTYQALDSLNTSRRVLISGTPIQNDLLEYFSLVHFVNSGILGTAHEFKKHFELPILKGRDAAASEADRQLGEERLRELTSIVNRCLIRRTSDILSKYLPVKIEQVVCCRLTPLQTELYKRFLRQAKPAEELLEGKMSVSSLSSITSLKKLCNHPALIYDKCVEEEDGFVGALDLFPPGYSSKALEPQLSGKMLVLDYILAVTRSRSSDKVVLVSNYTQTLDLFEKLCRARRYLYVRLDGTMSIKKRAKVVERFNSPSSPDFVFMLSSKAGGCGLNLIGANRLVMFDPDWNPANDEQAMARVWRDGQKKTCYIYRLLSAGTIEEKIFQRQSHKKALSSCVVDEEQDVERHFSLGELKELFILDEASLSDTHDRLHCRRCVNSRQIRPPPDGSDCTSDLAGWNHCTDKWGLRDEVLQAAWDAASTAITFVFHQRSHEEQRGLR
ARNT TACC3 PPI: disrupts binding between human ARNT and TACC3. hit rate 0.66% among 390,000. AID 623870. AlphaScreen His-ARNT PAS-B/GST-TACC3 binding, luminescence; TACC3 fragment carries E629A point mutation. Q9Y6A5. inhibition, % at 9.99 µM;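 active = mean inhibition of replicates at least 50% and at least half of replicates each reaching 50%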;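 note: 0% = complete ARNT plus TACC3 wells and 100% = ARNT alone without TACC3; many hits fall short of the cut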
esBAF inh: inhibitors of esBAF chromatin remodeling in mouse ES cells; Bmi1-luciferase knock-in reporter, 24 h; 100% = twice the neutral-well signal; reporter increase, % at 12.5 µM; hit rate 2% among 350,000; in the data active = activation above about 40%;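 note: 0% = median of the plate's neutral control wells and 100% = double that signal; a rise in the Bmi1 reporter signal indicates esBAF inhibition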
ERp5 inh: ERp5 (human) disulfide isomerase inhibition. Q15084. ERp5 insulin aggregation, absorbance 650 nm, 90 min. inhibition, % at 9.99 µM. hit rate 0.05% among 350,000. AID 651711;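 active = mean replicate inhibition above about 25%, with every replicate also reaching it, limit read from the data, passing the limit was not always enough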
* marks the source's active call; other numbers are inactive results; & = joins results of further samples.

For CCn1c2ccccc2c2cc(NC(=O)c3cc(OC)cc(OC)c3)ccc21 the results were RAD52 anneal inh -20, E-sel inducer 0.9, Casp6 inh 0, ARNT TACC3 PPI -2 and ERp5 inh -3.
For Cc1ccc2nc(SCC(=O)Nc3ccc4sc(C)nc4c3)c(C#N)cc2c1 the results were PglD DTNB 5, RAD54 inh 0, ARNT TACC3 PPI -10 and esBAF inh 30.
`CC1=C(C(=O)N(C)C)CC(CC(=O)NCc2cccs2)C(=O)N1CCCN1CCCC1=O` (centres undefined) gave PglD DTNB 4, RAD52 anneal inh -20, E-sel inducer 0.2, Casp6 inh -5, RAD54 inh 12, esBAF inh 0 and ERp5 inh 2.
For CC1=CC(c2ccccc2)n2nc(N3C(=O)c4ccccc4C3=O)nc2N1 (centres undefined) the results were PglD DTNB 1, E-sel inducer 0.3, RAD54 inh -3, ARNT TACC3 PPI -5 and esBAF inh -17.
Screening CCCN1[C@@H]2c3ccc(-c4ccccc4F)c(=O)n3C[C@H]1[C@H](CO)[C@H]2C(=O)NCc1ccccn1 returned RAD52 anneal inh 0, E-sel inducer -0.2, Casp6 inh 0 and ERp5 inh -2.
For COc1ccc(N2CCN(C(=O)CN(Cc3ccc(Cl)cc3)S(C)(=O)=O)CC2)cc1 the results were PglD DTNB 0, RAD54 inh -1, ARNT TACC3 PPI 8 and esBAF inh 1.
CC(=O)Nc1cccc(-c2nc3ccccc3n2C(C)C(=O)NC(C)(C)C)c1 (centres undefined) was read as RAD52 anneal inh -7, E-sel inducer 0.2, Casp6 inh -1 and ERp5 inh -3.
For C/C=C/c1cnc2c(c1)C(=O)N([C@@H](C)CO)C[C@H](C)[C@H](CN(C)S(=O)(=O)c1ccccc1F)O2 the results were PglD DTNB -2, RAD52 anneal inh 6, E-sel inducer 0.2, Casp6 inh 0, RAD54 inh 5, ARNT TACC3 PPI 5, esBAF inh 1 and ERp5 inh 0.
COc1ccccc1/C=C/C(=O)OCC(=O)NC1CCCCCC1 was read as PglD DTNB 2, RAD52 anneal inh -12, Casp6 inh -3, RAD54 inh 0, ARNT TACC3 PPI -2, esBAF inh -6 and ERp5 inh 7.
Screening CCC(=O)NCc1cc(-c2nn(C)c(=O)c3ccccc23)ccc1OC returned RAD52 anneal inh -6, E-sel inducer 2.6, Casp6 inh 3, ARNT TACC3 PPI -3 and ERp5 inh -1.
COc1ccc(/C=N/OC/C(O)=C(\C#N)c2nc3ccccc3[nH]2)cc1 was read as PglD DTNB -1, RAD54 inh 0, ARNT TACC3 PPI -4 and esBAF inh 13.
For Cn1c(=O)c2c(nc(Br)n2Cc2nnc(N)s2)n(C)c1=O the results were PglD DTNB -2, RAD52 anneal inh -20, E-sel inducer 0.6, Casp6 inh 0, RAD54 inh -2, ARNT TACC3 PPI 7, esBAF inh -1 and ERp5 inh -7.
Screening O=C(Nc1ccc2nsnc2c1)N1CCCCCC1 returned PglD DTNB -5, RAD54 inh 1, ARNT TACC3 PPI -2 and esBAF inh 37.
`O=C(CSc1ccc2ccccc2n1)N1CCC(c2noc3ccc(F)cc23)CC1` gave PglD DTNB -6, RAD54 inh 0, ARNT TACC3 PPI -7 and esBAF inh -4.
Screening C/C(=N\NC(=O)c1c(C)nc2ccccn12)c1cccc([N+](=O)[O-])c1 returned RAD52 anneal inh -20, Casp6 inh -2, ARNT TACC3 PPI 4 and ERp5 inh 0.
For C/C=C/c1ccc([C@@H]2[C@@H](CO)N(C(=O)c3cnccn3)C23CN(C(=O)CC)C3)cc1 the results were RAD52 anneal inh -17, E-sel inducer -0.1, Casp6 inh -1 and ERp5 inh 3.
O=C(Nc1ccccc1F)N[C@@H]1CC[C@@H](CCNC(=O)C2CCCC2)O[C@@H]1CO was read as PglD DTNB 0, RAD52 anneal inh -4, E-sel inducer 0.1, Casp6 inh -2, RAD54 inh 13, ARNT TACC3 PPI -14, esBAF inh 1 and ERp5 inh 6.
`CCN1C(=O)CCC(C(=O)O)C1c1ccc(OC)cc1` (centres undefined) gave PglD DTNB 4, RAD52 anneal inh -19, Casp6 inh -2, RAD54 inh 18, ARNT TACC3 PPI -4, esBAF inh 0 and ERp5 inh -1.
For C[C@@H]1CN([C@H](C)CO)C(=O)Cc2cc(NC(=O)Nc3ccc(C(F)(F)F)cc3)ccc2O[C@@H]1CN(C)Cc1ccc(-c2ccccc2)cc1 the results were PglD DTNB 0, RAD52 anneal inh -1, E-sel inducer -0.1, Casp6 inh 1, RAD54 inh -3, ARNT TACC3 PPI 6, esBAF inh -2 and ERp5 inh 4.
Cc1cc(C)nc(Nc2ncc(O)n2-c2ccc(C)c(C)c2)n1 was read as PglD DTNB -3, RAD54 inh -5, ARNT TACC3 PPI 0 and esBAF inh -8.
Screening COc1ccc(S(=O)(=O)NCC(=O)Nc2ccc3c(c2)OCCO3)cc1OC returned PglD DTNB 5, RAD52 anneal inh -2, E-sel inducer 2.3, Casp6 inh 1, RAD54 inh -5, ARNT TACC3 PPI 28, esBAF inh 2 and ERp5 inh -1.
C[C@@H]1CN([C@@H](C)CO)C(=O)c2cc(NC(=O)Nc3ccc(C(F)(F)F)cc3)ccc2O[C@H]1CN(C)C(=O)Nc1ccc(C(F)(F)F)cc1 was read as PglD DTNB 2, RAD52 anneal inh 7, E-sel inducer 0.8, Casp6 inh 2, RAD54 inh -3, ARNT TACC3 PPI -8, esBAF inh 6 and ERp5 inh 0.
For CCOC(=O)c1c(C)[nH]c(C)c1C(=O)COC(=O)COc1ccc(Cl)c(C)c1 the results were PglD DTNB 4, RAD52 anneal inh -19, E-sel inducer -0.6, Casp6 inh 6, RAD54 inh -1, ARNT TACC3 PPI -1, esBAF inh -1 and ERp5 inh 11.
For CCS(=O)(=O)N1CCN(C(=O)CCC2CCCC2)CC1 the results were PglD DTNB 0, RAD54 inh -2, ARNT TACC3 PPI -9 and esBAF inh 5.

The last six entries of the part before are carried over, then new ones follow.
For C[C@@H]1CN([C@H](C)CO)C(=O)Cc2cc(NC(=O)Nc3ccc(C(F)(F)F)cc3)ccc2O[C@@H]1CN(C)Cc1ccc(-c2ccccc2)cc1 the results were PglD DTNB 0, RAD52 anneal inh -1, E-sel inducer -0.1, Casp6 inh 1, RAD54 inh -3, ARNT TACC3 PPI 6, esBAF inh -2 and ERp5 inh 4.
Cc1cc(C)nc(Nc2ncc(O)n2-c2ccc(C)c(C)c2)n1 was read as PglD DTNB -3, RAD54 inh -5, ARNT TACC3 PPI 0 and esBAF inh -8.
Screening COc1ccc(S(=O)(=O)NCC(=O)Nc2ccc3c(c2)OCCO3)cc1OC returned PglD DTNB 5, RAD52 anneal inh -2, E-sel inducer 2.3, Casp6 inh 1, RAD54 inh -5, ARNT TACC3 PPI 28, esBAF inh 2 and ERp5 inh -1.
C[C@@H]1CN([C@@H](C)CO)C(=O)c2cc(NC(=O)Nc3ccc(C(F)(F)F)cc3)ccc2O[C@H]1CN(C)C(=O)Nc1ccc(C(F)(F)F)cc1 was read as PglD DTNB 2, RAD52 anneal inh 7, E-sel inducer 0.8, Casp6 inh 2, RAD54 inh -3, ARNT TACC3 PPI -8, esBAF inh 6 and ERp5 inh 0.
For CCOC(=O)c1c(C)[nH]c(C)c1C(=O)COC(=O)COc1ccc(Cl)c(C)c1 the results were PglD DTNB 4, RAD52 anneal inh -19, E-sel inducer -0.6, Casp6 inh 6, RAD54 inh -1, ARNT TACC3 PPI -1, esBAF inh -1 and ERp5 inh 11.
For CCS(=O)(=O)N1CCN(C(=O)CCC2CCCC2)CC1 the results were PglD DTNB 0, RAD54 inh -2, ARNT TACC3 PPI -9 and esBAF inh 5.
`CCO[C@H]1OC(C(=O)NC2CC2)=C[C@@H](c2ccc(C(F)(F)F)cc2)[C@@H]1CCCO` gave PglD DTNB 3&1, RAD52 anneal inh 16&-10, E-sel inducer -0.1, Casp6 inh 7&-1, RAD54 inh 0&9, ARNT TACC3 PPI 10&6, esBAF inh -4 and ERp5 inh 2&-5.
Screening N#C[C@H]1[C@@H](c2ccccc2C2=CCCC2)[C@H](CO)N1C(=O)Cc1ccncc1 returned RAD52 anneal inh 11, E-sel inducer 0.1, Casp6 inh 3 and ERp5 inh -5.
COCCN(C[C@H]1N[C@H](CO)[C@H]1c1ccc(-c2ccc(F)cc2)cc1)C(C)=O was read as PglD DTNB 2, RAD52 anneal inh -18, E-sel inducer 0.2, Casp6 inh -3, RAD54 inh -1, ARNT TACC3 PPI 5, esBAF inh -4 and ERp5 inh 3.
`c1ccc2c(c1)CCCc1cc(NCCN3CCOCC3)nnc1-2` gave PglD DTNB 1, RAD52 anneal inh 5, E-sel inducer -2.4, Casp6 inh 6, RAD54 inh 4, ARNT TACC3 PPI -2, esBAF inh 2 and ERp5 inh -4.
Screening CCC(C)Sc1ccc([C@@H]2[C@@H]3C(=O)N(CC)C(=O)[C@@H]3[C@]3(C(=O)OC)CCCCN23)cc1 (some centres undefined) returned PglD DTNB 4, RAD52 anneal inh -66, E-sel inducer 0.3, Casp6 inh -1, RAD54 inh 1, ARNT TACC3 PPI -3, esBAF inh 1 and ERp5 inh -4.
For Cn1nc(C(=O)Nc2ccccc2N2CCCC2)c2ccccc2c1=O the results were PglD DTNB -2, RAD52 anneal inh -2, Casp6 inh 1, RAD54 inh -1, ARNT TACC3 PPI 17, esBAF inh -12 and ERp5 inh 4.
`C[C@H](CO)N1C[C@H](C)[C@@H](CN(C)Cc2ccc(C(=O)O)cc2)OCCCC[C@H](C)Oc2ccc(NS(=O)(=O)c3ccc(Cl)cc3)cc2C1=O` gave PglD DTNB -3, RAD52 anneal inh 14, E-sel inducer 0.0, Casp6 inh -1, RAD54 inh -6, ARNT TACC3 PPI -1, esBAF inh 1 and ERp5 inh 2.
For O=C(Cc1cnc2ncnn2c1)N1CCc2c([nH]c3ccccc23)C1c1ccccc1F (centres undefined) the results were PglD DTNB -3, RAD52 anneal inh -10, E-sel inducer 0.2, Casp6 inh 4, RAD54 inh -4, ARNT TACC3 PPI -4, esBAF inh -5 and ERp5 inh 5.
COc1ccccc1/C=C\C(=O)NCC(=O)N/N=C/c1cccc(OC)c1O was read as PglD DTNB 4, RAD52 anneal inh -14, Casp6 inh -2, RAD54 inh -5, ARNT TACC3 PPI -1, esBAF inh -6 and ERp5 inh -6.
For O=c1c2ccccc2c(=O)n(-c2ccccc2)n1-c1ccccc1 the results were PglD DTNB -8, RAD52 anneal inh -13, E-sel inducer 0.6, Casp6 inh -2, RAD54 inh -4, ARNT TACC3 PPI 0, esBAF inh -2 and ERp5 inh 2.
For Cc1ccccc1CN(C)CC(=O)Nc1cccc(S(=O)(=O)N(C)c2ccccc2)c1 the results were RAD52 anneal inh -36, E-sel inducer 7.8, Casp6 inh 5, ARNT TACC3 PPI -5 and ERp5 inh 2.
`O=C(Nc1ccccc1-c1nc2ccccc2s1)c1ccc(Br)o1` gave PglD DTNB 9, RAD54 inh -9, ARNT TACC3 PPI -2 and esBAF inh -3.
For O=C(Nc1cccnc1)C(Cc1ccccc1)n1cccc1 (centres undefined) the results were PglD DTNB -5, RAD52 anneal inh -18, E-sel inducer 0.2, Casp6 inh 3, RAD54 inh 5, esBAF inh 2 and ERp5 inh -2.
For CCn1c(SC(C)C)nnc1-c1c[nH]c2ccccc12 the results were PglD DTNB -7, RAD52 anneal inh -1, Casp6 inh 1, RAD54 inh 3, ARNT TACC3 PPI 0, esBAF inh 11 and ERp5 inh -1.
`CCOC(=O)c1nn(-c2ccccc2)c(=O)cc1SC(C)C` gave PglD DTNB -4, RAD54 inh 4, ARNT TACC3 PPI -8 and esBAF inh -11.
Screening COc1ccc(S(=O)(=O)N(C)C[C@@H]2Oc3c(NS(C)(=O)=O)cccc3C(=O)N([C@@H](C)CO)C[C@H]2C)cc1 returned PglD DTNB -1&-1, RAD52 anneal inh 0&-15, E-sel inducer -3.9, Casp6 inh -3&-5, RAD54 inh 3&2, ARNT TACC3 PPI -5&0, esBAF inh 4&-7 and ERp5 inh 8&1.
c1ccc2c(C[n+]3csc4ccccc43)cccc2c1 was read as PglD DTNB -6, RAD54 inh 4, ARNT TACC3 PPI 13 and esBAF inh 20.

Assay outcomes from PubChem BioAssay.
